mIAP activ: mouse IAP activation; muIAP, CDP-Star luminescence, 30 min; stronger effect = higher value; 1 = vehicle-only enzyme signal, 0 = enzyme-free wells; activation factor at 10 µM; 330,000 tested, 0.24% active; AID 2805;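 active means activation factor of at least 2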; further: the source names both 10 and 20 µM as test concentration; values of inactives mirror those of a sister screen read the other way
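Assay system: mouse IAP enzyme; reagent: chemiluminescent substrate CDP-Star; dosing: test compounds delivered from DMSO solution; schedule: 30 min at room temperature; measured by: luminescence from enzymatic CDP-Star hydrolysis; controls: DMSO-only wells and no-enzyme negative control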
A3A deaminase: human APOBEC3A DNA deaminase inhibition | inhibition, % at 20 µM | 330,000 tested, 0.41% active | recombinant A3A, FAM/TAMRA ssDNA deamination fluorescence;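 active means at least 40% inhibition at 20 µM here, with at most 30% in a related deaminase screen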;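 further: plate controls were A3A with DMSO for no effect and wells lacking A3A enzyme for full effect; some results filed as inactive read as strong as hits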
beta cell repl: MIN6 beta-cell proliferation induction; MIN6 cells proliferation, ATPlite luminescence, 48 h; cells starved in 0.2% serum; 100% = growth in 10% serum; proliferation, % at 10 µM; 330,000 tested, 0.29% active; AID 2380;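 active means compounds whose signal lies at least 3.5 SD above the mean of all wells on their plate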;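 further: 0% = DMSO-treated cells in low-serum medium and 100% = 10% serum control; some compounds called inactive have numbers as strong as hits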
mIAP block: blocks mouse intestinal alkaline phosphatase; 330,000 tested, 0.2% active; inhibition, % at 10 µM; purified mouse IAP, CDP-Star luminescence, 30 min;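 active means inhibition of at least 40% at 10 µM in the primary screen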;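 further: plate controls were DMSO with enzyme for no effect and no enzyme wells for full effect; values of inactives mirror those of a sister screen read the other way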
MPTP block: blocks calcium-induced mitochondrial swelling; isolated mouse mitochondria, Ca2+ swelling absorbance, 30 min; inhibition, % at 10 µM; 360,000 tested, 1.4% active;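 active means inhibition of 50% or more, scaled per plate between neutral and stimulator controls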;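 further: 0% = DMSO wells given calcium and 100% = 1 mM EGTA wells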
hIAP act: increases human intestinal alkaline phosphatase activity. 330,000 tested, 0.16% active. activation factor at 10 µM. P09923. purified human IAP, CDP-Star luminescence, 30 min; stronger effect = higher value; 1 = vehicle-only enzyme, 0 = enzyme-free background;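 active means activation factor of the enzyme at least 2-fold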; further: the source names both 10 and 20 µM as test concentration; values of inactives mirror those of a sister screen read the other way
Target sequence (P09923 whole entry, looked up): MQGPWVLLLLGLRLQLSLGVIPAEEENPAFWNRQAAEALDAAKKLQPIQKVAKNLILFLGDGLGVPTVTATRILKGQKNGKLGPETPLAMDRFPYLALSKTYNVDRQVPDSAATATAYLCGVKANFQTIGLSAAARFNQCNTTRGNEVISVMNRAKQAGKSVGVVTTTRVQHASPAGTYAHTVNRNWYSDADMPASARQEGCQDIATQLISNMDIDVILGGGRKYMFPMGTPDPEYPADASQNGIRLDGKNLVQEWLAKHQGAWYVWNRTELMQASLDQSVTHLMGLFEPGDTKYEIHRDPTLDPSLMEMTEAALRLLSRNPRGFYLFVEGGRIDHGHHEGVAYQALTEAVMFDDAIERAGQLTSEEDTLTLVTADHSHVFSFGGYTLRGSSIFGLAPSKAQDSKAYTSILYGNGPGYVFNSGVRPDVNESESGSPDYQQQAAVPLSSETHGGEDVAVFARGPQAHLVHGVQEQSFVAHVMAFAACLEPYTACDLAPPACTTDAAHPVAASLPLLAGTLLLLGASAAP
hIAP block: human IAP inhibition. AID 2544. inhibition, % at 10 µM. purified IAP, CDP-Star luminescence, 30 min. 330,000 tested, 0.12% active;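 active means inhibition reaching a set limit with compound at 10 µM in the primary screen, cut at about 35% in these data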;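 further: plate controls were DMSO wells with enzyme for no effect and no-enzyme buffer wells for full effect; values of inactives mirror those of a sister screen read the other way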
ATG4B inhibitor: blocks human ATG4B protease cleavage of LC3 substrate. AID 504462. inhibition, % at 8.33 µM. ATG4B cleavage of LC3-PLA2, NBD-HPC fluorescence, 1 h. 340,000 tested, 0.51% active; in the data active means inhibition above about 40%
A3G deaminase: inhibitors of human APOBEC3G DNA deaminase; Q9HC16; recombinant A3G, ssDNA deamination FAM/TAMRA fluorescence; inhibition, % at 20 µM; 330,000 tested, 0.28% active; AID 493012;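 active means inhibition of at least 40% at 20 µM, with no more than 30% in the related APOBEC3A deaminase screen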;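 further: plate controls were DMSO wells with A3G for no effect and wells lacking A3G enzyme for full effect; some compounds called inactive have numbers as strong as hits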
Target sequence (Q9HC16 whole entry, looked up): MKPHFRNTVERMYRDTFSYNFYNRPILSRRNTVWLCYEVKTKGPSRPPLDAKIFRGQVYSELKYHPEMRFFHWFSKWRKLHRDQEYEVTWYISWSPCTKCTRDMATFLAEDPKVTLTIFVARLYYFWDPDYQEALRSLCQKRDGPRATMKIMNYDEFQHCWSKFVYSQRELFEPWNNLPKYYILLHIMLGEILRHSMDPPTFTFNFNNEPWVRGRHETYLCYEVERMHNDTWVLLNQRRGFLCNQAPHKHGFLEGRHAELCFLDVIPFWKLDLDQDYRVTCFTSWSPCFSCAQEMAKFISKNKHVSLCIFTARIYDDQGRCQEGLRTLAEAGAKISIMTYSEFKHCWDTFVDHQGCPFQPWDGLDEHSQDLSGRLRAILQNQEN
* marks the source's active call; other numbers are inactive results; · = not tested or not shown.

Each structure is followed by: mIAP activ	A3A deaminase	beta cell repl	mIAP block	MPTP block	hIAP act	hIAP block	ATG4B inhibitor	A3G deaminase
Cc1ccc(-c2nn(-c3ccccc3)cc2/C=C/C(=O)Nc2cccc(S(N)(=O)=O)c2)cc1
    0.91	3	-5	9	2.7	0.98	2	-9	-1
CC1(C)Cc2c(c(N3CCOCC3)nc3sc(-c4ccc(C(=O)O)o4)c(N)c23)CO1
    0.92	1	-1	8	-4.5	0.9	10	-5	-8
Cc1cc(NCCCN(C)C)n2nc(-c3cccs3)cc2n1
    1	-3	-3	0	-0.5	0.99	1	5	-7
CCCc1cc(=O)[nH]c(SCC(=O)Nc2ncc(S(=O)(=O)c3ccc([N+](=O)[O-])cc3)s2)n1
    1	1	-2	0	26	0.9	10	-7	-4
S=C(NCc1ccco1)N1CCN(Cc2ccco2)CC1
    0.93	1	-2	7	0.6	1.2	-15	-2	3
COc1cc(NS(=O)(=O)c2ccc(NC(=S)Nc3ccccc3)cc2)nc(OC)n1
    1.1	7	-1	-8	-1.1	0.96	4	-6	5
Cc1cc(C)cc(C(=O)NC(CC(N)=O)c2ccc(N3CCN(c4ccccc4)CC3)c([N+](=O)[O-])c2)c1 (centres undefined)
    0.94	4	-6	6	0.6	0.89	11	-15	-5
COc1ccc(CNC(=O)C(C)OC(=O)c2cccs2)cc1 (centres undefined)
    0.92	-2	0	8	0.1	0.72	28	-4	-7
COC(=O)c1ccc(COC(=O)CNC(=O)c2cccc(OC)c2)o1
    1.1	-2	-1	-10	0.9	1.1	-12	2	-8
CCC(C)[C@H](NC(=O)OC(C)(C)C)C(=O)N/N=C/c1cccc2nccnc12 (some centres undefined)
    0.97	2	-2	3	-0.6	1	-2	-1	2
O=C(Nc1ccccc1N1CCCCC1)c1ccc2nccnc2c1
    0.98	1	-2	2	1.3	1.1	-9	1	0
Cc1sc(NC(=O)CSc2nc(O)cc(=O)[nH]2)nc1-c1ccccc1
    0.98	2	4	2	-0.6	1.2	-15	-3	-3
CC(=O)c1cccc(OC(=O)c2ccc3c(=O)n4c(nc3c2)CCC4)c1
    1	65*	-1	-2	-1.0	0.9	10	-3	21
Cc1ccc(CN2CCN(CC(=O)N/N=C/c3c[nH]c4ccccc34)CC2)cc1
    1.1	0	-3	-10	-0.3	0.96	4	-19	0
CCc1ccc2c(CN(CC)Cc3nc4ccccc4c(=O)[nH]3)cc(=O)oc2c1
    0.82	1	1	18	0.0	1	-4	-7	0
COc1ccc(N2C(=O)CC(NC3CC3)C2=O)cc1 (centres undefined)
    0.98	3	-3	2	-0.6	1.1	-15	3	1
O=C(Nc1nccs1)[C@@H]1CCCN1S(=O)(=O)c1ccccc1F
    0.96	35	2	4	-0.7	0.96	4	10	0
CCc1ccc(CN2CCCC(C(=O)N3CCCCC3)C2)cc1 (centres undefined)
    1	2	-3	-3	-0.4	1.2	-21	1	-2
COc1ccc(OC)c(/C=C/C(=O)NCCc2nc3ccccc3[nH]2)c1
    0.9	-2	0	10	1.2	1.1	-6	-20	-3
CCc1cccc(C)c1NC(=O)CCCN1C(=O)CN(C)C1=O
    1	6	2	-1	-3.7	0.9	10	0	-1
COc1ccc(C2CC(c3ccccc3)=NN2c2ccccc2)c(C(=O)O)c1OC (centres undefined)
    1.2	-9	-2	-22	0.6	1	-1	6	-12
CC(=O)N1c2ccc(S(=O)(=O)N(C)Cc3ccccc3)cc2CC1C (centres undefined)
    0.92	-5	1	8	-2.1	1.1	-6	15	-5
CC1CCCCC1NC(=O)Cn1cnc2sccc2c1=O (centres undefined)
    1	-1	0	0	-1.7	1.1	-8	7	-5
c1ccc(CSc2nnnn2-c2ccccc2)cc1
    0.91	0	-2	9	0.3	0.93	7	-4	-6
COC(=O)c1c(NC(=O)COC(=O)CCNS(=O)(=O)c2ccccc2)sc(C)c1C
    0.95	-3	6	5	-1.3	1.1	-11	-12	-4
COc1ccc(C)cc1NC(=O)C1CCCN1S(=O)(=O)c1ccccc1F (centres undefined)
    1.1	14	-3	-5	0.9	1.1	-6	0	-2
O=C(O)c1ccc(Cn2c(=S)[nH]c3cc(Cl)ccc3c2=O)cc1
    1	-5	-1	0	-0.1	0.94	6	8	-7
Cc1cc(C)c(OCCOCCN2CCN(C)CC2)c(Cl)c1
    0.98	-1	4	2	0.2	1.1	-6	9	-8
Cc1cccc(C)c1NC(=O)CCN1C(=O)C2C3CCC(C3)C2C1=O (centres undefined)
    1.1	6	-1	-10	0.8	0.86	14	2	0
COC(=O)CSc1nnc(-c2ccc(S(=O)(=O)N3CCCCC3)cc2)o1
    0.93	-1	1	7	1.4	0.9	10	1	-11

The last 3 entries of the part above come first, to join the parts.
Each structure is followed by: mIAP activ	A3A deaminase	beta cell repl	mIAP block	MPTP block	hIAP act	hIAP block	ATG4B inhibitor	A3G deaminase
Cc1cc(C)c(OCCOCCN2CCN(C)CC2)c(Cl)c1
    0.98	-1	4	2	0.2	1.1	-6	9	-8
Cc1cccc(C)c1NC(=O)CCN1C(=O)C2C3CCC(C3)C2C1=O (centres undefined)
    1.1	6	-1	-10	0.8	0.86	14	2	0
COC(=O)CSc1nnc(-c2ccc(S(=O)(=O)N3CCCCC3)cc2)o1
    0.93	-1	1	7	1.4	0.9	10	1	-11
Cc1nc2c(C#N)cnn2c2c1CCN(Cc1ccccc1)N2C
    0.99	-3	0	0	1.2	1	-1	-9	-4
CCc1ccc(C(C(=O)NC2CCCCC2)N(C(=O)c2csnn2)C2CC2)cc1 (centres undefined)
    0.97	-4	2	3	-1.0	1	-2	6	-9
Cc1cccc(N(C(=O)Cc2cccs2)C(C(=O)NCc2ccco2)c2ccncc2)c1 (centres undefined)
    0.91	-4	5	9	-0.5	1	-1	8	-9
COc1ccc(N2CC(NC(=O)c3ccc4ccccc4c3)CC2=O)cc1OC (centres undefined)
    0.97	-4	-3	3	-1.1	1	-1	-15	-12
CC1(C)C2CC[C@]3(C)C(CC=C4[C@@H]5C[C@](C)(CO)CC[C@]5(C(=O)O)CC[C@]43C)[C@@]2(C)CC[C@@H]1O (some centres undefined)
    1	-4	2	-2	-1.7	1.1	-8	-18	-8
Cc1cccc(Oc2ncnc3onc(C)c23)c1
    1	-2	-2	-3	-0.9	1	-1	12	-9
Cc1ccc(S(=O)(=O)NNC(=O)C2COc3ccccc3O2)cc1 (centres undefined)
    0.95	-3	-2	5	0.8	0.87	13	18	-4
Brc1ccc(-c2cn3c(n2)SCC3)cc1
    0.94	-4	-2	6	0.1	1	0	-3	-6
O=C(Cn1c(=O)oc2ccccc21)Nc1ccccc1N1CCOCC1
    0.86	1	-1	14	-2.0	0.91	9	2	-4
COCCn1c(C)cc(C(=O)COC(=O)c2ccc(Br)o2)c1C
    0.97	-1	-4	3	-0.5	1.1	-10	10	-3
Cn1nc(C(F)(F)F)c(-c2ccccc2)c1N
    0.98	-1	-2	2	1.7	0.89	11	-8	-8
COc1ccccc1CCC(=O)OCC(=O)Nc1ccc(S(N)(=O)=O)cc1
    1	6	0	-5	0.2	0.82	18	-3	-15
Cc1ccc(S(=O)(=O)Cc2ccc(C(=O)N3CCC(C)CC3)cc2)cc1
    0.93	0	-2	7	0.4	0.9	10	6	-1
CC(CC(=O)OCC(=O)NC1CCS(=O)(=O)C1)c1ccccc1 (centres undefined)
    0.98	0	-5	2	-0.4	1.1	-10	1	-2
Cc1cccc(/N=C/c2c(O)[nH]c3ccccc23)n1
    0.93	-3	-3	8	1.1	0.97	3	-18	-8
CCOc1ccccc1NC(=O)Nc1cc(OC)ccc1OC
    0.99	-1	7.3*	1	-2.4	1	-3	15	-2
CCN1CCC2(CC1)N=C(c1ccc(F)cc1)C(=S)N2C(=O)c1ccc(C(C)(C)C)cc1
    0.94	0	-7	6	0.2	0.95	5	8	-5
COc1ccccc1NC(=O)C1C2C=CC(O2)C1C(=O)O (centres undefined)
    0.91	-1	-1	9	·	1.1	-13	·	-8
CCOc1ccc(C)cc1-n1nc2ccccc2n1
    0.93	0	-1	7	-0.5	0.91	9	-11	0
Cc1ccc(-c2cc(C(=O)Nc3ccc(S(=O)(=O)N4CC(C)OC(C)C4)cc3)[nH]n2)c(O)c1 (centres undefined)
    0.94	1	-1	6	51*	1.6	-56	-2	0
CCN(CC(=O)Nc1c(F)cccc1F)C(=O)CNC(=O)c1ccc2ccccc2c1
    0.95	-4	-5	5	-2.1	1.1	-8	-2	-1
O=C(CS(=O)(=O)Cc1ccccc1)NCc1ccccc1Cl
    1.1	-3	-2	-6	1.4	1	0	-3	-6
NC(=O)NC(=O)C(Nc1ccc(N2CCCCC2)cc1)c1ccccc1 (centres undefined)
    0.98	-5	-2	2	0.3	1.1	-7	-6	-8
COc1ccccc1NC(=O)c1cc(S(=O)(=O)N2CCc3ccccc32)ccc1F
    0.95	0	-3	5	4.3	1	-4	8	2
CNC(=O)OCc1cccc(COC(=O)NC)n1
    1	0	-2	-2	1.6	0.96	4	-12	-2
Cc1sc2nc(SCC(=O)NCc3cccs3)[nH]c(=O)c2c1C
    1	1	5	-2	-0.5	1	-2	8	-4
CCOC(=O)Nc1ccc(S(=O)(=O)Nc2cc(C)on2)cc1
    0.98	-2	3	2	0.7	0.81	19	8	-4
CC(C)Cc1nn2c(N)c(/C=C3\C=Nc4ccccc43)c(=O)nc2s1
    0.91	1	1	9	-1.0	0.88	12	24	0
O=C(COC(=O)c1ccc(Cl)c(S(=O)(=O)N2CCCC2)c1)NC1CCCC1
    1	-12	-3	0	-1.0	1.1	-11	-8	0
Cc1onc(-c2ccccc2)c1NC(=O)N(Cc1ccccc1)C(C)C
    0.98	-6	1	2	2.1	0.86	14	-9	-8
COc1cccc(N2CCN(c3nc(-c4ccccc4C)cc(=O)[nH]3)CC2)c1
    0.99	-3	-5	1	0.7	1.2	-16	0	-7
Fc1cccc(CN2CCC(Cc3ccccc3)CC2)c1
    0.94	2	-1	6	-1.7	1	-4	7	3
Cc1nnc(N2C(=O)C(O)=C(C(=O)c3ccco3)C2c2ccc(C(C)(C)C)cc2)s1 (centres undefined)
    0.98	-3	0	2	-6.5	0.97	3	-17	-4
COc1ccc(CCN2C(=O)CSC2=Nc2ccc(C(C)C)cc2)cc1OC
    1	-1	-4	-4	90*	1.2	-24	-4	-4
CC(C)CCn1c(N2CCN(c3cccc(Cl)c3)CC2)nc2c1c(=O)[nH]c(=O)n2C
    0.95	-4	-3	5	1.3	1.2	-17	-10	-6
Oc1c(Br)cccc1/C=N/Nc1c(F)c(F)c(F)c(F)c1F
    0.92	1	0	8	102*	0.94	6	33	1
CCOC(=O)CNC(=O)C1c2ccccc2Oc2ccccc21
    1.1	2	-2	-6	1.4	1.4	-36	-1	1
COc1ccccc1N1CCN(C2CCCN(Cc3c(F)cccc3F)C2)CC1 (centres undefined)
    1	3	-3	0	0.8	0.92	8	8	-2
COc1cc(C2CC(c3ccccc3)=NN2c2ccccc2)ccc1OCC(=O)O (centres undefined)
    1.1	-3	-2	-15	-3.6	1.1	-9	4	-4

Screening results deposited in PubChem BioAssay by Sanford-Burnham Center for Chemical Genomics.

Not a hit list, and some 3.3% of all compounds hit somewhere here.
